Assay outcomes as filed in PubChem.
PTHR1 agonist – activates the human parathyroid hormone receptor PTHR1 | Q03431 | HEK293 GP2 PTHR1 cells, GloSensor cAMP luminescence, 1 h | Potency, µM (titrated, usually from 115 µM), inactives show at the top dose activation, actives largely listed as activators | actives 0.075% (n = 410,000) | AID 743266; also: potency is read from the fitted curve at half-maximal effect; nearly all actives have a fitted effect of over 55% in size; some results filed as inactive show a strong effect at the top dose; inactives centre near -15; many of its hits are not listed in these tables
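HEK-293-derived GP2 cells expressing PTHR1 and a GloSensor cAMP reporter, 3,000/well, plated overnight, given luciferin plus IBMX (each 0.5 mM as added) for 1 h at 37 °C, then compound for 1 h at 37 °C. Luminescence was read after 15 min at room temperature.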
EPAC2 antag – antagonists of human EPAC2. Potency, µM (top dose mostly 114 µM), inactives show at the highest dose activity, negative = inhibition, most hits filed as inhibitors. AID 720708. EPAC2 GEF exchange of Rap1B-BODIPY-GDP, fluorescence. Q8WZA2. actives 0.18% (n = 360,000); also: potency is read from the fitted curve at half-maximal effect; % is scaled to controls: 0 for no effect and ±100 for the full control effect; nearly all actives have a fitted effect of over 45% in size; many of its hits are not listed in these tables
Target sequence (Q8WZA2 whole entry, looked up): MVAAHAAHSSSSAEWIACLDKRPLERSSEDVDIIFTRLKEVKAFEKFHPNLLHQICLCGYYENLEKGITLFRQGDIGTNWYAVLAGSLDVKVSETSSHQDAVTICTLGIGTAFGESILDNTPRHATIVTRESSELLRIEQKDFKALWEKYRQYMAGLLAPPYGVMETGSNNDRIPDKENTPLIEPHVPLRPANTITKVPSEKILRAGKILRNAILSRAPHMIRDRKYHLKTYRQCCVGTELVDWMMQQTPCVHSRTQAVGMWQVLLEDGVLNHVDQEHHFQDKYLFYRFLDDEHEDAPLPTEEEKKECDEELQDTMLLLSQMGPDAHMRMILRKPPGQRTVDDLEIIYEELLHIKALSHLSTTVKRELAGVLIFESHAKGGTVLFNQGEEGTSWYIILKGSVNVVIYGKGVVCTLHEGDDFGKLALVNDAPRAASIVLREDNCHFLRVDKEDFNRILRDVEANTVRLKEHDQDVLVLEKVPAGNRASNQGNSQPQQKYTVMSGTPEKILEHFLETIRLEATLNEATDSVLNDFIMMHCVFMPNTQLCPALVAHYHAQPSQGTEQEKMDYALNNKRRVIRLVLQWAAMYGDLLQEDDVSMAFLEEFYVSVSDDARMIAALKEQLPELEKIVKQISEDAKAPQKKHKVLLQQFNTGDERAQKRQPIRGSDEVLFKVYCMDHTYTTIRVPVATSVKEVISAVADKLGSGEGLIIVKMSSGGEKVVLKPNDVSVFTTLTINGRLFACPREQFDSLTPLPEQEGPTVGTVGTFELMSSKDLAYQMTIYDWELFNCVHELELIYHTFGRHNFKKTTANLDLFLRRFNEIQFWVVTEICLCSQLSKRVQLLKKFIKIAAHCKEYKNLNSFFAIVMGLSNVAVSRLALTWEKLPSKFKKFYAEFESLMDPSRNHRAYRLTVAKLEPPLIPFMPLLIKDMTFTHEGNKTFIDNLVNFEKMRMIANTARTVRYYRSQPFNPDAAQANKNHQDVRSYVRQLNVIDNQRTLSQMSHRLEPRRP
CCT chaperon mod – modulators of cytosolic chaperonin (CCT/TRiC) activity | purified chaperonin ATPase assay, HTRF ADP detection, 30 min | activity change, % (test concentration not listed), hits read low | actives 0.3% (n = 360,000); in the data active = activity change below about -30%; also: % is scaled to controls: 0 for no effect and ±100 for the full control effect
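First, chaperonin was dispensed at 40 nM or 20 nM final depending on batch activity. Next, compounds were pinned at 76 uM and ATP added at 10 uM. After 30 min at 37 °C, ADP detection reagents ran 30 min at ambient temperature.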
EPAC2 ag – activates human EPAC2 exchange factor; AID 720711; EPAC2 activation, biochemical qHTS; response scale: 100% = 6.5 mM cAMP response; Q8WZA2; actives 0.079% (n = 360,000); Potency, µM (highest dose often 154 µM), inactives show at the top dose activation, actives largely listed as activators; also: potency is read from the fitted curve at half-maximal effect; nearly all actives have a fitted effect of over 50% in size
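Exchange assay: 100 nM EPAC2 with 250 nM Rap1B-BODIPY-GDP and 50 uM GDP. Fluorescence (ex 480/em 540 nm) read every 5 min for 30 min at room temperature. Data normalized to 6.5 mM cAMP as agonist control.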
Mm-Cpn inhibitor – inhibitors of Methanococcus maripaludis chaperonin (MmCpn); purified Mm-Cpn ATPase, ADP Transcreener TR-FRET; actives 0.031% (n = 330,000); Potency, µM (titrated, usually from 76.9 µM), for inactives: top-dose activity, negative = inhibition, actives largely listed as inhibitors; also: potency is read from the fitted curve at half-maximal effect; % is scaled to controls: 0 for no effect and ±100 for the full control effect; nearly all actives have a fitted effect of over 80% in size
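Eu-cryptate anti-ADP/ADP-d2 competition gives a ratio inversely related to ADP. Enzyme at 25 nM was pre-exposed to compound for 10 min, then given 10 uM ATP for 30 min, 37°C throughout.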
DRD3 antagonist – blocks the human D3 dopamine receptor | max response, negative = inhibition, % | actives 2.5% (n = 360,000) | D3R cells, DiscoveRx beta-arrestin luminescence, antagonist mode; stronger effect = lower value | AID 652054; in the data active = max response below about -50%; inconclusive = no clear call, values can overlap the other calls; also: % is scaled to controls: 0 for no effect and ±100 for the full control effect; mostly tested at two doses, the higher about 12 µM
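Cells plated overnight at 1500 cells/well, then exposed to library compounds with dopamine controls for 90 minutes at 37 degrees C. DiscoveRx reagent added for 30–60 minutes at room temperature; luminescence read, quantitative HTS format.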
pAkt inh – blocks phosphorylation of Akt; Neuro2A IGF-stimulated pAkt S473 HTRF, 20 min; stronger effect = lower value; activity change, % for hits at 50 µM; actives 0.32% (n = 360,000); AID 651550; in the data active = activity change below about -80%; inconclusive = mostly about -51% to -80%; also: % is scaled to controls: 0 for no effect and ±100 for the full control effect
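Neuro2A cells in DMEM with 0.5% FBS, overnight at 37 deg C, given compound at single 50 µM final, then IGF (6 nM final) for 20 min at 37 deg C. Lysed; phospho-Akt Ser473 by HTRF after 24 h, 665/615 ratio.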
DRD3 agonist – D3 dopamine receptor (human) agonism; max activation, %; P35462; actives 0.58% (n = 410,000); D3R DiscoveRx beta-arrestin cells, luminescence, 90 min; in the data active = max activation above about 30%; also: 0% is about no effect; mostly tested at two doses, the higher about 12 µM
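Agonist mode: compounds and dopamine controls were applied to plated cells for 90 min at 37 degrees C after an overnight attachment at 1500 cells/well. Luminescent read-out followed 30 - 60 minutes at room temperature with DiscoveRx detection reagent.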
* marks the source's active call; other numbers are inactive results; i = inactive; u = inconclusive; x = not tested or not shown; [ ] = dose if it differs, or a comment. Unless noted, calls follow the shape of the dose curve; as a rule, active = well fitted curve in the direction sought with a large enough effect; inconclusive = small, poorly fitted or top-dose-only effect, or another doubt; inactive = no such curve, though single readings can be large; an effect the other way counts as inactive or inconclusive. A portion of the library. The share of hits here may be higher or lower than overall.

SMILES | PTHR1 agonist | EPAC2 antag | CCT chaperon mod | EPAC2 ag | Mm-Cpn inhibitor | DRD3 antagonist | pAkt inh | DRD3 agonist
O=C(Nc1ccccc1N1CCN(C(=O)c2ccccc2)CC1)c1cc(Br)ccc1Cl | -7%[57.5 µM] | -6% | -1.7 | 17% | -2% | 19 | i | -3
CC(=O)Nc1ccc(-c2ccnc3c2CC(C(=O)Nc2cccc(Oc4ccccc4)c2)O3)cc1 (stereo not given) | -19% | -10% | 0.7 | 10% | x | -15 | x | -14
Cc1ccc(C)c(OCc2cc(C(=O)N3CC[C@H](O)C3)no2)c1 | -18% | -8% | 0.9 | 4% | 4% | -6 | i | 5
CC(NC(=O)c1ccc(F)cc1)C(=O)NC1=NCCS1 (stereo not given) | i | -3% | 0.2 | 5% | 2% | 3 | i | -5
COc1ccccc1C(=O)N1CCN(Cc2cccnc2)CC1 | -6% | -4% | 0.0 | 5% | -1% | -24 | i | -10
CN1CCN(c2ccc([N+](=O)[O-])cc2C(=O)c2ccc(Cl)cc2)CC1 | i | 10% | -2.2 | 1% | -2% | -6 | i | -23
O=C(CNc1cc([N+](=O)[O-])ccc1NCCO)Nc1cccc(S(=O)(=O)N2CCCCC2)c1 | -60%[inhibitor] | -14% | -0.7 | 8% | -1% | -24 | i | 3
O=C(Nc1ccc2oc(-c3ccncc3)nc2c1)c1ccccc1 | -20% | -3% | -7.3 | 11% | 1% | 8 | i | 4
O=C(CCc1ccccc1)N1CCCC(Nc2ccc(F)cc2)C1 (stereo not given) | i | -5% | -0.7 | 4% | -3% | -16 | i | -2
C=CCN1C=C2C(=O)C(C)(OC(=O)c3ccc(OC)cc3)C(=O)C(c3ccco3)=C2C=C1CCCC (stereo not given) | -7% | -2% | -13 | -1% | 1% | 4 | i | -8
COCCn1c(=S)[nH]c2cc(C(=O)N3CCc4ccccc43)ccc2c1=O | -15%[57.5 µM] | -4% | -2.8 | 15% | -2% | 10 | i | -4
CN(C)C(CNC(=O)c1ccc(NS(=O)(=O)c2cccc([N+](=O)[O-])c2)cc1)c1ccco1 (stereo not given) | -7% | -23% | -0.7 | -6% | 3% | 4 | i | 3
COc1ccc(OC)c(/C=C/C(=O)OCC(=O)N2CCCC2)c1 | i | 12% | -0.8 | -3% | -1% | 1 | i | 4
CC(=O)c1cc(C#N)c(SCc2ccccn2)nc1C | i | -12% | -2.0 | 2% | 2% | 4 | i | 15
Cn1ccnc1C(=O)c1cc(=O)c2ccccc2o1 | -3%[57.5 µM] | 5% | -1.8 | 6% | 2% | 9 | i | 2
Cn1c(SCC(=O)NCCc2ccccc2)nc2c([nH]c3ccccc32)c1=O | -12% | 9% | -6.3 | 12% | 0% | 5 | i | -6
COC(=O)C1=C(N)c2ccccc2C1(C#N)c1ccccc1 (stereo not given) | -5%[57.5 µM] | 3% | -0.9 | 12% | -2% | -11 | i | -12
O=C(COC(=O)c1ccc2c(c1)OCO2)Nc1ccccc1 | 1% | 5% | -0.3 | 3% | -5% | 1 | i | 1
COc1cc(N)c2ncsc2c1 | -38%[inhibitor] | -1% | -2.8 | 6% | x | -7 | i | 2
Cc1c(C(=O)Nc2ccc3nc(N4CCOCC4)sc3c2)oc2ccccc12 | -43%[inhibitor] | -12% | -4.5 | 15% | -21% | 21 | i | 13
Cc1ccc(CSCC(=O)N2CCCC2)cc1 | -3% | 3% | 1.4 | -4% | 4% | 1 | i | 9
CCOc1ccc(CNC(=O)CCCC(=O)n2ncc3cc(C)ccc32)cc1 | -21% | 0% | 0.5 | -1% | -2% | 15 | i | -1
CCCN1C(=O)/C(=C/c2ccc(N3CCCC3)c(C)c2)NC1=S | -1%[57.5 µM] | 16% | -0.9 | 8% | -1% | u | i | 1
CCOC(=O)Nc1cc(OC)cc2ccc(C)nc12 | i | -17% | -1.0 | 3% | x | 19 | i | 3
Nc1nonc1-n1nnc(C(=O)N/N=C/c2ccc(Cl)cc2Cl)c1CN1CCCCC1 | -8% | -8% | 2.3 | 3% | 1% | -9 | i | -5

Overlap with the part before: 3 compounds, followed by the next part.
SMILES | PTHR1 agonist | EPAC2 antag | CCT chaperon mod | EPAC2 ag | Mm-Cpn inhibitor | DRD3 antagonist | pAkt inh | DRD3 agonist
CCCN1C(=O)/C(=C/c2ccc(N3CCCC3)c(C)c2)NC1=S | -1%[57.5 µM] | 16% | -0.9 | 8% | -1% | u | i | 1
CCOC(=O)Nc1cc(OC)cc2ccc(C)nc12 | i | -17% | -1.0 | 3% | x | 19 | i | 3
Nc1nonc1-n1nnc(C(=O)N/N=C/c2ccc(Cl)cc2Cl)c1CN1CCCCC1 | -8% | -8% | 2.3 | 3% | 1% | -9 | i | -5
COC(=O)N(C)C[C@@H]1OCc2cnnn2CCCC(=O)N([C@@H](C)CO)C[C@H]1C | -25% | 2% | -1.7 | 5% | x | 22 | i | -2
CCc1nc2ccc(C(=O)NCCc3c[nH]c4ccccc34)cn2c1N(C)Cc1ccc(N(C)C)cc1 | i | 7% | 0.7 | 2% | x | 28 | i | 10
CCCn1c(NC(=O)c2ccccc2Br)nc2ccccc21 | i | -10% | -2.5 | 6% | 0% | -25 | i | -1
Nc1nnn(CC(=O)N/N=C/c2ccc(Cl)cc2Cl)n1 | i | -11% | -0.8 | 5% | 0% | 11 | i | -8
CCCOP(=O)(OCCC)C(Nc1cccc(C(F)(F)F)c1)c1ccc(C)cc1 (stereo not given) | i | -17% | -0.6 | -24% | -1% | 6 | x | -3
COc1cc(/C=C/C(=O)OCC(=O)NCc2ccccc2OC)ccc1O | -15% | -15% | -0.9 | 8% | 1% | -19 | i | -11
O=C1COc2ccc(S(=O)(=O)NCCc3ccccc3)cc2N1 | i | 3% | 1.4 | 11% | -2% | 4 | i | 2
COC(=O)c1ccc(NC(=S)NCc2ccco2)cc1 | -23% | -5% | -0.7 | 6% | 1% | -12 | i | -7
O=C1c2cccc3cccc(c23)C(=O)N1CCN1CCN(C(=S)Nc2ccccc2)CC1 | i | 2% | 1.6 | 8% | 0% | -17 | i | -8
CCOC(=O)C(Oc1ccc(=O)[nH]n1)C(C)=O (stereo not given) | 25%[57.5 µM] | 0% | -8.6 | 8% | 1% | 3 | i | -1
CC(C)CC(NC(=O)/C(=C/c1ccco1)NC(=O)c1ccc(Br)o1)C(=O)O (stereo not given) | i | 14% | 2.0 | 6% | -1% | 1 | i | 1
CCCn1nnc(NC(=S)NC(=O)/C=C/c2ccc(Cl)cc2)n1 | i | 1% | 0.7 | -6% | -1% | 7 | i | -8
c1ccc(C2COC(c3cccs3)=N2)cc1 (stereo not given) | i | 1% | -0.8 | 14% | -2% | -10 | i | -22
N#Cc1ccc(NC(=O)Cn2cnc(S(=O)(=O)N3CCCCC3)c2)cc1 | i | 2% | -2.5 | 10% | -1% | -10 | i | 4
O=C(OCC(=O)N1CCN(C(=O)c2ccco2)CC1)c1cncc(Br)c1 | i | 5% | -1.4 | 3% | 0% | 4 | i | 0
O=C(CCNC(=O)c1ccccc1Cl)Nc1nc2ccc(F)cc2s1 | -31%[inhibitor] | 5% | 0.8 | -8% | 1% | 5 | i | 4
O=C(C1CCN(S(=O)(=O)c2cnc[nH]2)CC1)N1CCn2c1nc1ccccc12 | 12%[57.5 µM] | 2% | 0.6 | -1% | 0% | -118* | x | -36
CC(C)C(=O)N1CCN(c2ccccc2NC(=O)COc2ccc(C3CCCCC3)cc2)CC1 | -34% | -13% | -0.2 | 9% | 4% | -2 | i | -7
O=C(Nc1ccc(N2CCN(C(=O)c3ccc(Cl)cc3)CC2)cc1)c1ccc([N+](=O)[O-])o1 | -42%[inhibitor] | 5% | -0.4 | 4% | -1% | u | i | -13
COc1ccccc1Oc1ccc(N/C=C/C(=O)C(C)(C)C)cc1 | -21% | 4% | 0.3 | 5% | 0% | 0 | i | -1
CCCCn1c(=NC(=O)c2ccco2)c(C(=O)OCC)cc2c(=O)n3ccccc3nc21 | -14% | 9% | -1.1 | -4% | 0% | 53 | i | -1
CCN(CC(=O)NCc1cccs1)C(=O)c1ccc(Cl)c(Cl)c1 | -14% | -9% | -4.8 | 1% | -2% | -9 | i | -16
O=[N+]([O-])c1cnc2ccccc2c1 | -9% | -1% | -3.7 | 11% | 1% | -16 | i | -24
COn1c(SCc2ccc(Cl)cc2)nc2ccccc2c1=O | i | 3% | -0.9 | 9% | 1% | 32 | i | 0
S=C(Nc1cccc2ccccc12)N1CCN(c2ncccn2)CC1 | i | -5% | 0.5 | 5% | -2% | 0 | i | -10
COc1cc(C(=O)Nc2ncccc2C)ccc1OCC(=O)N1CCOCC1 | -19% | 6% | 2.5 | 7% | -3% | 8 | i | 10
CCOc1ncccc1C(=O)NNC(=O)c1cccc(S(=O)(=O)N2CCOCC2)c1 | i | 0% | -2.0 | 7% | -6% | -1 | i | -2

Single records (already shown):
c1ccc(C2COC(c3cccs3)=N2)cc1 (stereo not given) is entered as PTHR1 agonist: i; EPAC2 antag: 1%; CCT chaperon mod: -0.8; EPAC2 ag: 14%; Mm-Cpn inhibitor: -2%; DRD3 antagonist: -10; pAkt inh: i; DRD3 agonist: -22
O=C1COc2ccc(S(=O)(=O)NCCc3ccccc3)cc2N1 is entered as PTHR1 agonist: i; EPAC2 antag: 3%; CCT chaperon mod: 1.4; EPAC2 ag: 11%; Mm-Cpn inhibitor: -2%; DRD3 antagonist: 4; pAkt inh: i; DRD3 agonist: 2
CC(C)CC(NC(=O)/C(=C/c1ccco1)NC(=O)c1ccc(Br)o1)C(=O)O (stereo not given) is entered as PTHR1 agonist: i; EPAC2 antag: 14%; CCT chaperon mod: 2.0; EPAC2 ag: 6%; Mm-Cpn inhibitor: -1%; DRD3 antagonist: 1; pAkt inh: i; DRD3 agonist: 1
